# NCOA3 inh: inhibitors of human steroid receptor coactivator 3 (SRC3) | 360,000 tested, 0.17% active | inhibition, % at 3.6 µM | HEK293 GAL4-SRC3 luciferase reporter, luminescence;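 active means inhibition above a per-campaign cutoff, the mean of all compounds plus 3 SD, cut at about 60% in these data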;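 further: 0% = DMSO-treated cells and 100% = gossypol-treated cells at 36 µM; higher means less SRC3-driven luciferase light from the GAL4 reporter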
# TWEAK-Fn14 inh: inhibitors of TWEAK-Fn14 interaction signaling; TWEAK-stimulated Fn14 reporter cells, luciferase luminescence, 8 h; inhibition, % at 10 µM; 360,000 tested, 2% active; AID 1159606; in the data active means inhibition above about 50%
# TROY NFkB inh: blocks TROY-dependent signaling in reporter cells; inhibition, % at 10 µM; AID 1347056; Q293 LMP1-TROYcd NF-kB luciferase reporter, 4 h; 360,000 tested, 0.98% active;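 active means compounds whose plate-normalised and pattern-corrected inhibition of the luciferase reporter signal at the single screening dose is 50% or more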
# NOD2 RIPK2 PPI: blocks binding of human NOD2 to RIPK2; CHO BLA complementation NOD2-RIPK2, CCF4 ratio; inhibition, % at 4.98 µM; AID 624267; O43353; 360,000 tested, 0.38% active; in the data active means inhibition above about 21%;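 further: 0% = vehicle only and 100% = reference blocker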
# Target sequence (O43353 whole entry, looked up): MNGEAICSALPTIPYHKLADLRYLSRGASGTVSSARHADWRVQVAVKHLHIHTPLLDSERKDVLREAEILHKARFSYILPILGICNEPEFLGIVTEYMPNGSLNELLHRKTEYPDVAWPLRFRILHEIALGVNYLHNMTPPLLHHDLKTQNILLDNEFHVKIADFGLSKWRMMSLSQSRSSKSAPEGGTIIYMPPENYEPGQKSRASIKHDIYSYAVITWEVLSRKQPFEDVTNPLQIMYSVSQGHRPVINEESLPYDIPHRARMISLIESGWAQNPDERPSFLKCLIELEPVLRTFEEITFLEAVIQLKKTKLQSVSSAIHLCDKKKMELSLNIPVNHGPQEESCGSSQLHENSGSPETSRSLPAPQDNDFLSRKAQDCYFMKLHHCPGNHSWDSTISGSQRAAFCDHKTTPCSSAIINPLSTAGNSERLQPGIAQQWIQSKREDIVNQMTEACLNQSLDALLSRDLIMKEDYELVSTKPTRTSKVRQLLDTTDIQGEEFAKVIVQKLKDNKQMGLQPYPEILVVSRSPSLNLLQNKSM
# Exocytosis inh: blocks lytic granule exocytosis; inhibition, % at 10 µM; TALL-104 LAMP-1 surface exposure, flow cytometry; cells stimulated with thapsigargin and PMA; 360,000 tested, 0.66% active; AID 651702;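 active means inhibition above about 55%, limit read from the data; inconclusive means no clear call, values can overlap the other calls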
# SRC1 inh: human NCOA1 inhibition. Q15788. HEK293 GAL4-SRC1 luciferase reporter, luminescence. inhibition, % at 3.6 µM. 360,000 tested, 0.12% active. AID 588354;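 active means inhibition above the campaign mean plus 3 SD, with each screening campaign given its own cutoff, cut at about 60% in these data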;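 further: 0% = DMSO treated cells and 100% = gossypol at 36 µM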
# NCOA2 inhibitor: inhibits human steroid receptor coactivator 2; HEK293 GAL4-SRC2 luciferase reporter, luminescence; inhibition, % at 9 µM; 370,000 tested, 0.17% active; AID 651957;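 active means inhibition above the mean inhibition of all tested compounds plus 3 SD, set per campaign, cut at about 52% in these data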;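 further: 0% = DMSO treated cells and 100% = cells given Gossypol at 36 µM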
# LRH-1 inv ag: suppresses constitutive activity of human LRH-1; HEK293T StAR-luciferase reporter, LRH-1 transfected, 24 h; inhibition, % at 3.6 µM; 360,000 tested, 0.13% active; AID 602396;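 active means inhibition above the mean inhibition of all tested compounds plus 3 SD, cut at about 73% in these data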;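 further: 0% = DMSO wells and 100% = reporter-only cells lacking LRH-1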
# NR2F2 inh: blocks human COUP-TFII nuclear receptor; inhibition, % at 8.6 µM; HEK293T NGFI-A luciferase reporter, luminescence; 370,000 tested, 0.7% active; P24468;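 active means inhibition above a per-plate cutoff, mean inhibition of test wells between control levels plus 3 SD, cut at about 38% in these data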;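 further: cells cotransfected with COUP-TFII expression vector driving the NGFI-A reporter; 0% = median of COUP-TF2 test wells and 100% = reporter-only cells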
# Target sequence (P24468 whole entry, looked up): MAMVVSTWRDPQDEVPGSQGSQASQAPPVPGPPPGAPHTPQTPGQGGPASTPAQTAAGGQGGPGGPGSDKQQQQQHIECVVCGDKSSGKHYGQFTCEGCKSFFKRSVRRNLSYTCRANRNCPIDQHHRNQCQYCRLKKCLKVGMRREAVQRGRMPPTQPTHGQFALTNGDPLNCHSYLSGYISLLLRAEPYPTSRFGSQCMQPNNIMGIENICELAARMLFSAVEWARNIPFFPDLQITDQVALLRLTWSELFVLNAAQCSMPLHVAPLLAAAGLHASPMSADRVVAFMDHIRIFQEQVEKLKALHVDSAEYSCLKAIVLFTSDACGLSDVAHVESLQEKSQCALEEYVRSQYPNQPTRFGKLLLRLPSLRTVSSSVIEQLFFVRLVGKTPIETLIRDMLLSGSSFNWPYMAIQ
# ABHD5-PLIN5 inh: blocks binding of human ABHD5 to perilipin-5; Q00G26+Q8WTS1; Split G. princeps luciferase complementation, luminescence, 4 h; inhibition, % at 4 µM; 360,000 tested, 0.78% active; AID 602281;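 active means inhibition above the mean inhibition across every tested compound plus 3 SD, cut at about 22% in these data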;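 further: 0% = DMSO only wells and the 100% control is not disclosed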
# TLR9-MyD88 inh: TLR9-MyD88 interaction inhibition; CHO BLA complementation TLR9-MyD88, CCF4 FRET ratio; 340,000 tested, 0.21% active; Q9NR96+Q99836; inhibition, % at 4.98 µM;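 active means inhibition above the mean over all tested compounds plus 3 SD, cut at about 21% in these data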;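 further: 0% = DMSO only wells and 100% = clavulanate BLA inhibitor control wells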
# Numbers without * were called inactive; u = inconclusive; x = no result given.
SMILES,NCOA3 inh,TWEAK-Fn14 inh,TROY NFkB inh,NOD2 RIPK2 PPI,Exocytosis inh,SRC1 inh,NCOA2 inhibitor,LRH-1 inv ag,NR2F2 inh,ABHD5-PLIN5 inh,TLR9-MyD88 inh
Cc1cccc(CC2(O)C(=O)Nc3ccccc32)n1 (stereo unspecified),-5.4,4.3,-9.1,5.4,-0.7,0.3,-6.4,15.4,14.2,2.1,2.0
CC(C)n1cc(CN2CCC(Oc3ccc(C(=O)N4CCCCC4)cc3)CC2)cn1,21.3,-4.7,9.3,2.8,3.3,-5.6,-4.0,21.0,-2.2,0.3,-2.9
CCOC(=O)C1CCN(Cc2nc3ccc(Cl)cc3n2CCO)CC1,-2.1,6.3,-10.1,-8.1,-0.3,-2.3,9.2,-6.4,1.3,1.5,9.2
COc1ccccc1NC(=O)c1cc(S(=O)(=O)N2CCCC2)cn1C,14.2,7.7,5.0,-3.1,-0.1,4.7,4.3,12.5,10.8,1.9,-10.3
S=C(NC1CCCCC1)N1CCn2cccc2C1c1cccnc1 (stereo unspecified),18.4,5.9,-0.1,-0.1,-0.3,5.9,-7.9,11.2,16.0,-2.4,0.6
O=C(COc1ccc(F)cc1)NNC(=O)Cn1ccc(C(F)(F)F)n1,11.0,0.8,-7.8,-0.9,-3.6,3.2,21.7,-32.9,-8.0,4.2,-0.8
O=C(NCCC(=O)N1CCc2ccccc21)c1ccco1,-46.3,-11.2,-21.6,-1.3,9.0,-35.3,-37.4,-67.1,-16.2,3.1,-14.3
Cc1ccc(Cl)cc1NC(=O)C1COc2ccccc2O1 (stereo unspecified),-12.8,3.4,-37.8,3.3,-5.5,-44.0,-14.6,-16.3,10.7,-23.1,-0.3
CC1(C)CC(=O)C2=C(C1)N(C1CCCCC1)C(=O)C2(O)C(F)(F)F (stereo unspecified),9.1,-2.5,12.4,4.1,0.4,-4.2,-37.0,4.5,10.6,4.9,-9.5
C=CCn1c(SCC(=O)NC(=O)NCc2ccco2)nc2sc(C)c(C)c2c1=O,-18.7,-2.2,-15.9,11.0,-0.7,-10.8,-16.6,-11.0,0.7,9.0,-4.8
CCc1ccc(C(=O)N/N=C(\C)c2ccncc2)s1,-17.1,-36.3,-39.8,-3.4,-3.6,-34.8,-29.4,-35.3,-16.0,-6.1,3.5
O=C(Nc1ccccc1)Nc1ccc(S(=O)(=O)N2CCCCC2)cc1,21.8,2.3,-5.8,0.5,-2.8,-4.3,-0.2,7.9,-0.8,-19.8,3.3
CC(C)c1ccc(N(CC(=O)NCc2ccco2)C(=O)CCC(=O)Nc2ccccn2)cc1,8.2,-8.8,9.7,-13.1,15.2,-9.8,4.5,-10.1,20.1,-5.5,-15.8
CCOC(=O)N1CCN(C(=O)CNC2CCCCCCC2)CC1,-1.5,-11.6,-17.3,-9.6,-3.6,2.6,14.6,4.9,-0.7,-1.4,-3.2
COc1ccc(CN2CC[C@H]3C=CC[C@@H](C(=O)N4CCOCC4)[C@H]3C2=O)cc1OC,-0.3,0.3,-0.7,-2.0,-4.6,-14.9,-9.8,-7.7,-2.0,-25.9,-11.9
OC[C@@H]1CN(Cc2ccc(-c3ccccc3)cc2)C[C@H](n2cnc3c(NCc4ccncc4)ncnc32)O1,8.2,38.9,44.7,-14.8,-4.3,24.6,25.9,3.0,59.0*,1.9,x
CCc1ccc(NC(=O)C2CC(=O)N=C(N)S2)cc1 (stereo unspecified),10.3,-15.5,-2.0,-10.9,2.2,8.9,-0.2,-3.7,7.7,2.7,-0.4
COC(=O)c1sccc1NC(=S)NCc1ccc(Cl)cc1,10.1,-5.2,21.8,6.8,-4.2,-36.5,-43.3,7.6,-8.1,-4.2,5.6
C[C@H](NC(=O)c1ncn2c1c(=O)[nH]c1ccccc12)c1ccccc1,-15.7,12.2,-7.2,-0.9,-9.2,-5.2,-9.8,-5.0,7.8,3.8,11.3
COc1ccc(C2C(C(=O)O)c3ccccc3C(=O)N2Cc2ccco2)cc1 (stereo unspecified),-24.7,3.8,-1.3,-10.3,-1.9,-2.7,-0.8,-6.8,-11.9,-5.1,x
COc1ccc(-n2cc(-c3ccccc3)c3c(N4CCOCC4)ncnc32)cc1,30.1,17.9,9.6,5.7,0.1,34.1,19.4,16.9,5.8,2.6,-0.2
OCCC1CN(Cc2ccc3nsnc3c2)CCN1C1CCCCC1 (stereo unspecified),13.2,11.3,13.9,1.7,-1.1,5.2,4.3,-2.0,6.9,2.8,0.1
Cc1cc(N/N=C/c2ccc(O)cc2O)nc(N2CCOCC2)n1,-23.4,15.9,-1.7,1.1,7.1,-8.2,0.2,4.5,-37.7,0.3,-5.5
COc1ccc(C(CNC(=O)c2ccccc2SC)N(C)C)cc1 (stereo unspecified),6.3,-10.5,7.3,7.3,5.9,15.1,-33.2,2.4,-12.2,-3.4,-2.5
CC1Cc2ccccc2N1CC(=O)NCc1ccccc1Cl (stereo unspecified),10.8,-2.7,-6.0,9.2,-3.8,-18.9,0.8,-21.9,4.8,-5.6,-1.3
COCCn1nnnc1C(CC(C)C)N1CCN(c2ccccc2)CC1 (stereo unspecified),27.8,-2.4,-1.7,-1.8,-1.7,11.5,-23.0,9.7,3.4,-1.8,1.7
Cc1ccc(O)c(C2=NCCNC(C(F)(F)C(F)F)=C2)c1,18.2,-10.3,4.2,3.5,3.8,10.4,-7.3,8.1,5.3,1.0,3.5
Cc1ccc(C(=O)Nc2ccc(S(=O)(=O)N3CCc4ccccc4C3)cc2)o1,4.2,3.4,10.5,10.2,-0.1,-18.4,5.6,34.5,-4.5,-4.6,0.8
CC12c3ccccc3C(c3ccccc31)C1C(=O)N(Cc3cccnc3)C(=O)C12 (stereo unspecified),-5.3,-2.0,10.2,-7.1,-2.0,7.3,-1.1,-27.6,3.0,7.1,2.2
O=C(O)c1ccc2c(=O)n3c(nc2c1)/C(=C/c1ccc(F)cc1)CC3,-0.8,28.2,2.5,-4.6,5.0,2.6,-25.4,-14.9,-9.6,-9.1,-7.8
Cc1cc2c(N3CCCCC3C)ncnc2s1 (stereo unspecified),11.9,34.3,21.3,-6.1,-5.2,11.4,4.2,2.7,0.1,2.3,-13.9
CCCOc1ccc([N+](=O)[O-])c(N)c1,6.9,-1.5,-8.1,7.3,12.2,-27.5,7.0,-16.5,2.0,-3.1,3.9
Cn1c(NCc2ccccc2O)nc2ccccc21,-69.6,-7.7,-46.4,-14.4,0.3,-79.9,-55.0,-97.5,-41.3,-4.4,-2.7
COc1cc(OCC(N)=O)cc(OC)c1OC,11.8,-27.4,3.3,6.3,2.8,1.3,8.9,7.2,6.0,-1.2,-5.4
O=C(NCCc1csc(-c2cccc(F)c2)n1)c1ccco1,-7.5,-10.4,21.7,-16.0,-0.9,3.9,-27.9,-2.4,-9.9,-0.6,1.2
COc1ccc(CC(=O)NNc2ncnc3c2cnn3Cc2ccccc2)cc1OC,4.4,-3.1,-4.1,-2.5,-1.5,-6.5,-6.7,9.6,11.5,-4.9,-10.3
Cc1cc(NC(=O)CSc2nc3sc(C)c(C)c3c(=O)n2C2CCCC2)no1,1.3,-72.3,-11.0,-0.9,-0.9,-17.4,-22.9,-9.8,-21.1,0.5,1.7
CCOC(=O)c1[nH]c(C(=O)O)c(CCN(CC)CC)c1C,-38.8,-13.4,10.3,0.6,-3.2,-18.7,-12.4,3.9,-18.1,-2.4,-1.1
COc1cc(C(=O)NC(=S)Nc2csc(-c3ccc(F)cc3)n2)cc(OC)c1OC,-8.8,9.6,56.0*,-5.2,-17.8,-8.9,-8.2,4.1,-9.1,1.1,-2.0
CC(C)(C)c1ccc(-c2cn(-c3ccc(Br)cc3)c3[n+]2CCCS3)cc1,50.5,42.2,35.8,-11.6,3.2,51.3,21.0,83.1*,49.7*,9.8,0.0
COc1ccc(S(=O)(=O)NCCSCc2ccco2)cc1Cl,17.8,-2.4,27.2,-10.5,u,-8.9,-13.4,3.3,-12.3,10.0,3.5
Cc1ccc(-c2nn(C)c(=O)c3ccccc23)cc1CNC(=O)c1ccco1,20.9,-4.4,5.3,0.0,0.0,2.9,8.6,13.0,-1.8,1.6,5.8
Cc1cc(N)n2ncc(-c3ccc(F)cc3)c2n1,-91.3,4.1,-17.7,-4.5,2.0,-98.0,-35.7,-150.8,-42.4,4.4,5.7
Cc1ccc(NC(=O)CN(C)C(=O)c2cc(C)on2)cc1,-1.6,0.9,-10.0,-8.6,-1.1,-3.8,-5.3,-13.2,-17.0,-0.2,5.5
N#C/C(=C(/O)CCl)c1nc2c(s1)CCc1ccccc1-2,-3.8,21.8,-21.4,0.9,36.7,-19.6,-23.3,5.9,-13.9,-22.3,0.9
Cc1ccc(NC(=O)c2ccc(NCc3ccc(F)cc3)nc2)cc1,-24.8,4.9,-22.6,-1.8,0.7,-64.8,16.4,-2.4,3.0,1.4,2.2
C[n+]1c2n(c3ccccc31)N=C(c1ccc(-c3ccccc3)cc1)CS2,62.7*,54.1*,19.9,-12.4,10.6,-5.3,-54.3,58.4,70.4*,12.2,5.5
COc1ccc(OC)c(/C=N/NC(=O)C(=O)N/N=C/c2cc(OC)ccc2OC)c1,2.9,10.3,7.7,-0.4,6.3,-57.7,-16.0,-11.3,-7.8,-1.9,0.7
Nc1nc(SCc2ccc(Cl)cc2)[nH]c(=O)c1-c1ccccc1,19.8,-30.6,-8.7,3.0,-3.3,-15.6,-0.5,-0.6,-19.1,7.5,1.4
CC(=O)N1N=C(c2ccc(Cl)cc2)CC1c1ccc([N+](=O)[O-])cc1 (stereo unspecified),-18.2,79.8*,-15.0,-9.7,13.4,-3.7,-18.8,3.6,16.0,0.1,5.1
CN(C)/C=N/c1cc(=O)n(C)c(=O)n1CC1CC1,2.0,7.8,3.6,-5.9,-1.9,-26.4,-1.1,-9.0,0.3,0.8,-10.9
CN(CC(=O)Nc1cccc(F)c1)C(=O)c1cccc(-n2cccc2)c1,-5.6,6.4,16.8,-4.5,5.7,3.8,14.2,-6.1,15.2,12.5,0.3
O=C(Cn1cc(/C=N/O)c2ccccc21)N1CCOCC1,8.1,6.6,5.1,-0.8,-2.1,6.0,-3.1,0.0,4.5,-3.6,-1.4
Cc1ccc(NC(=O)C2CC(=O)n3c(nc4ccccc43)N2)cc1Cl (stereo unspecified),20.8,29.2,0.6,-2.8,2.5,4.0,18.6,-5.3,8.8,5.0,-0.8
COc1cc(NC(=O)c2ccccc2)c(OC)cc1NC(=O)Cc1ccc(C)cc1,-10.1,8.1,2.2,1.1,4.6,-25.1,-8.9,7.9,23.0,3.3,-8.1

# Compound profiles, as listed above.
# COc1ccc(OC)c(/C=N/NC(=O)C(=O)N/N=C/c2cc(OC)ccc2OC)c1 is listed with NCOA3 inh: 2.9; TWEAK-Fn14 inh: 10.3; TROY NFkB inh: 7.7; NOD2 RIPK2 PPI: -0.4; Exocytosis inh: 6.3; SRC1 inh: -57.7; NCOA2 inhibitor: -16.0; LRH-1 inv ag: -11.3; NR2F2 inh: -7.8; ABHD5-PLIN5 inh: -1.9; TLR9-MyD88 inh: 0.7
# COc1ccc(S(=O)(=O)NCCSCc2ccco2)cc1Cl is listed with NCOA3 inh: 17.8; TWEAK-Fn14 inh: -2.4; TROY NFkB inh: 27.2; NOD2 RIPK2 PPI: -10.5; Exocytosis inh: u; SRC1 inh: -8.9; NCOA2 inhibitor: -13.4; LRH-1 inv ag: 3.3; NR2F2 inh: -12.3; ABHD5-PLIN5 inh: 10.0; TLR9-MyD88 inh: 3.5

# Screens from PubChem BioAssay.

# This is a subset (hit frequency here may not be typical).
